# Vif-A3F inh = qHTS for Inhibitors of Vif-A3F Interactions: qHTS | HeLa A3F-eYFP + Vif (tagged APOBEC3F with the HIV-1 protein that degrades it), YFP fluorescence increase | Potency, µM (top dose mostly 46.1 µM), inactives show at the highest dose activity, negative = active | 390,000 tested, 0.2% active | AID 602313, 2012; note: potency is the fitted concentration of half-maximal effect; % of control where 0% means no effect; nearly all actives have a fitted effect of over 65% in size
#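 HeLa cells stably expressing Vif plus C-terminally eYFP-tagged A3F were seeded, incubated overnight at 37 deg C, dosed with compound, incubated overnight again at 37 deg C. Yellow fluorescence (Ex 488/Em 500-530) reported blocked Vif-mediated A3F-eYFP degradation.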
# Vif-A3G inh = qHTS for Inhibitors of Vif-A3G Interactions: qHTS. DNA dC->dU-editing enzyme APOBEC-3G (Homo sapiens), Q9HC16. 410,000 tested, 0.076% active. Potency, µM (highest dose often 46.1 µM), for inactives: at the highest dose activity, negative = active, usual class: inhibitors. HeLa A3G-eYFP + Vif (tagged APOBEC3G with the HIV-1 protein that degrades it), YFP fluorescence, overnight. AID 602310, 2012;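 note: potency is the fitted concentration of half-maximal effect; % is set by controls: 0 for no effect and ±100 for the full control effect; nearly all actives have a fitted effect of over 60% in size; hits raise eYFP signal because A3G escapes Vif-driven loss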
# Target sequence (Q9HC16 whole entry, looked up): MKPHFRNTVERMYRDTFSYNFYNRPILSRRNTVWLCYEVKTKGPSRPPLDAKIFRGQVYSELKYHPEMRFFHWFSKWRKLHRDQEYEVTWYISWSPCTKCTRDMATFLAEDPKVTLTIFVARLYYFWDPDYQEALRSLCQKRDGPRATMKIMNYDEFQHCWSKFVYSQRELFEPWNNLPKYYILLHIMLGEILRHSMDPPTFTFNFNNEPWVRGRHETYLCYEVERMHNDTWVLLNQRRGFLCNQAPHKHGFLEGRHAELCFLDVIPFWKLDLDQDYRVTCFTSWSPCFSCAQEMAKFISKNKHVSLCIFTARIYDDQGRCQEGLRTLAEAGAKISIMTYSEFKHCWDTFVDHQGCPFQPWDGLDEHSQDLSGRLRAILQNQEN
#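 Read-out is eYFP fluorescence (Ex 488/Em 500-530) from Vif-expressing HeLa A3G-eYFP cells; more signal means A3G escaped Vif-mediated degradation. Cells plated overnight, compound pinned in, incubated overnight at 37 deg C.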
# RXFP1 ag = qHTS Assay for Agonists of the Relaxin Receptor RXFP1; Relaxin receptor 1 (Homo sapiens), Q9HBX9; HEK293T-RXFP1 cAMP TR-FRET, 30 min; response scale: percent of porcine relaxin response, buffer zero; Potency, µM (titrated, usually from 57.5 µM), for inactives: at the highest dose activation, actives largely listed as activators; 370,000 tested, 0.3% active; note: potency is the fitted concentration of half-maximal effect; % is set by controls: 0 for no effect and ±100 for the full control effect; nearly all actives have a fitted effect of over 60% in size; many of its hits are not listed in these tables
# Target sequence (Q9HBX9 whole entry, looked up): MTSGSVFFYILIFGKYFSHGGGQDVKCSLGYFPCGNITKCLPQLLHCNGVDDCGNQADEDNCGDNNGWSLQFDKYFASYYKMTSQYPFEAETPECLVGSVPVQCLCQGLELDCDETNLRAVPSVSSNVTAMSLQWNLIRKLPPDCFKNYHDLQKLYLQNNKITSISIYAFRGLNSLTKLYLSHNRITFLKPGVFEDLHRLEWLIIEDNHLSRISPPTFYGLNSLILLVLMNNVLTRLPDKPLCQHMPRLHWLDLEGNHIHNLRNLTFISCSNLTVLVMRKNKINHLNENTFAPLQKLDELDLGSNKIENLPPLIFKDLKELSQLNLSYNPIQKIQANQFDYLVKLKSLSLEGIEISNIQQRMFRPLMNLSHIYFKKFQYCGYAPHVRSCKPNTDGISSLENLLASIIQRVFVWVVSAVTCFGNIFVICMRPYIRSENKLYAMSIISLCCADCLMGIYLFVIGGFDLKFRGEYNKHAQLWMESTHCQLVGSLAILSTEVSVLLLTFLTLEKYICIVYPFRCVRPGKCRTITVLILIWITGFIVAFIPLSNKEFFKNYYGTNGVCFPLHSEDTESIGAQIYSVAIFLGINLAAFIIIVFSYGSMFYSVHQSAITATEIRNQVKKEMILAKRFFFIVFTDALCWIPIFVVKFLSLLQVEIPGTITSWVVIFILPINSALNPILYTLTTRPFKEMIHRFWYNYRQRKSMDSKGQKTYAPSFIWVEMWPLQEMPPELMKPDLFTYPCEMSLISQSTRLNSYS
#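 HEK293T cells stably expressing RXFP1 were pretreated with the PDE4 inhibitor Ro 20174, exposed to compounds for 30 min at 37C, lysed, and cAMP was read by TR-FRET. Data normalized to buffer (basal) and 29 nM porcine relaxin (100%).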
# GRP78 ERSR act = qHTS for Inducers of the Endoplasmic Reticulum Stress Response (ERSR) in Human Glioma: qHTS; 420,000 tested, 0.02% active; Potency, µM, for inactives: top-dose activation, most hits filed as activators; U87-MG GRP78 promoter luciferase reporter, 16 h; note: potency is the fitted concentration of half-maximal effect; series mostly up to about 76 µM; % of control where 0% means no effect; nearly all actives have a fitted effect of over 35% in size
#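 Stably transfected U87-MG human glioma cells carrying a GRP78-based luminescent sensor were seeded at 1000 cells/well, pin-dosed with compounds and incubated 16 h. Luciferase reagent was then added, and end-point luminescence was read after 10 min at room temperature.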
# TrxR1 substrate = qHTS Assay for Substrates of Mammalian Selenoprotein Thioredoxin Reductase 1 (TrxR1): qHTS. Potency, µM (highest dose often 114 µM), inactives show top-dose activity change, negative = substrate turnover. 390,000 tested, 0.01% active. AID 588456, 2011. purified TrxR1 substrate turnover, NADPH consumption readout; note: potency is the fitted concentration of half-maximal effect; % is set by controls: 0 for no effect and ±100 for the full control effect; nearly all actives have a fitted effect of over 50% in size
#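 Rat TrxR1, dispensed at 90 nM, was prereduced with 400 uM NADPH (final) for 5 min at ~22 deg C, then incubated with compound 15 min before 400 uM selenite. A first-read NADPH fluorescence drop versus no-compound background flagged substrates.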
# IDH1 R132H inh = qHTS for Inhibitors of mutant isocitrate dehydrogenase 1 (IDH1): qHTS; 390,000 tested, 0.093% active; Potency, µM (doses to about 76.6 µM), for the others: at the highest dose activity change, negative = inhibition, actives largely listed as inhibitors; Isocitrate dehydrogenase [NADP] cytoplasmic (Homo sapiens), O75874; IDH1-R132H enzyme, NADPH consumption, diaphorase/resazurin fluorescence; note: potency is the fitted concentration of half-maximal effect; % is set by controls: 0 for no effect and ±100 for the full control effect; nearly all actives have a fitted effect of over 65% in size
#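 IDH1-R132H (0.5 ug/mL dispensed) in pH 7.5 Tris buffer was preincubated 30 min with compound, then given a substrate mix of 0.016 mM NADPH and 2 mM alpha-KG for 80 min at room temperature; remaining NADPH was read by diaphorase/resazurin fluorescence.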
# USP1-UAF1 inh = Inhibitors of USP1/UAF1: Primary Screen | recombinant USP1/UAF1, Ub-Rhodamine cleavage fluorescence | Potency, µM (top dose mostly 57.1 µM), without a hit: at the highest dose activity change, negative = inhibition, usual class: inhibitors | Ubiquitin carboxyl-terminal hydrolase 1 (Homo sapiens), O94782 | 390,000 tested, 0.23% active; note: potency is the fitted concentration of half-maximal effect; % is set by controls: 0 for no effect and ±100 for the full control effect; nearly all actives have a fitted effect of over 60% in size; inactives centre near -12
#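 Step one: compound is pinned into 1nM USP1/UAF1 in HEPES pH 7.8 buffer with TCEP. Step two: 15 min room-temperature incubation. Step three: Ub-Rho (150nM final) starts cleavage, tracked by fluorescence over six one-minute reads.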
# PI4K2A block = qHTS for small molecular inhibitors of PI4K2A; 420,000 tested, 0.13% active; Phosphatidylinositol 4-kinase type 2-alpha (Homo sapiens), Q9BTU6; activity change, negative = inhibition, % at 76.9 µM; purified PI4K2A, ADP-Glo luminescence, 1 h; stronger effect = lower value; in the data active = activity change below about -50%; inconclusive = mostly about -30% to -49%;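 note: -100% = wells without enzyme as full effect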
#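 PI4K2A activity was measured by ADP-Glo luminescence: enzyme (4 ug/mL stock) and phosphatidylinositol (1.2 mM stock) in Tris pH 7.5/MgCl2/EGTA/Triton X-100 buffer were reacted with ATP (300 microM stock) for one hour at ambient temperature.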
# LDHA block = qHTS assay for inhibitors of human lactate dehydrogenase; 480,000 tested, 0.15% active; activity change, % (values are at about 110 or 230 µM); AID 1347041, 2019; L-lactate dehydrogenase A chain (Homo sapiens), P00338; purified LDHA, NADH/diaphorase-resazurin fluorescence; stronger effect = lower value; in the data active = activity change below about -30%; inconclusive = mostly about -25% to -30%;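 note: plate controls were DMSO wells for no effect and wells without enzyme for full effect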
#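 Remaining NADH was detected by diaphorase (0.133 mg/mL) converting 37 µM resazurin to fluorescent resorufin, read at 0 and 20 minutes. The preceding 5-minute room-temperature reaction used 2 nM LDHA, 0.2 mM sodium pyruvate and 0.06 mM NADH at pH 7.4.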
# Numbers without * were called inactive; ? = inconclusive; / = not tested or not shown; & = joins results of further samples; [ ] = another dose, or the depositor's remark. Unless noted, calls come from the whole dose curve; as a rule, active = well fitted curve in the direction sought with a large enough effect; inconclusive = small, poorly fitted or top-dose-only effect, or another doubt; inactive = no such curve, though single readings can be large; an effect the other way counts as inactive or inconclusive.
# Values in the order – Vif-A3F inh	Vif-A3G inh	RXFP1 ag	GRP78 ERSR act	TrxR1 substrate	IDH1 R132H inh	USP1-UAF1 inh	PI4K2A block	LDHA block
- CCCN(C(=O)c1ccc(-n2cncn2)c([N+](=O)[O-])c1)C1CCS(=O)(=O)C1 (configuration not stated)
 : -7%	4%	-0.1%	-4%	-15%	-10%	-3%	5	0
- O=C(CSc1nnnn1-c1ccccc1)Nc1nsc(-c2ccccc2)n1
 : 0%	1%	-0.1%	-5%	8%	5%	-1%	10	-3
- Cc1ccc(CCNC(=O)CN2CCN(Cc3ccc(Cl)cc3)C2=O)cc1
 : -3%	4%	0.1%	-3%	5%	-3%	-14%	3	1
- CCc1cccc2c(SC(C)C(=O)NCC3CCCO3)nc(-c3ccccc3)nc12 (configuration not stated)
 : 0%	0%	-1.6%	1%	8%	-1%	-3%	-1	-6
- COc1ccccc1N=c1scc(-c2ccc(S(=O)(=O)N3CCCC3)cc2)n1C
 : 2%	4%	-0.9%	-4%	-1%	-5%	-7%	-2	0
- O=C(COC(=O)CN1C(=O)COc2ccccc21)NC1CCCCC1
 : -17%	-2%	1.7%	-4%	11%[57.1 µM]	0%	-7%	-2	-1
- CC(=O)NC1=NN(C(C)=O)C2(S1)C(=O)N(C(C)C)c1ccc(C)cc12 (configuration not stated)
 : -5%	-1%	0.1%	0%	6%[57.1 µM]	6%	-2%	1	-8
- CN(CC(=O)NCC(c1ccco1)N1CCCCC1)S(=O)(=O)c1ccc(Cl)cc1 (configuration not stated)
 : -1%	-1%	-1.3%	-2%	4%	6%	-9%	-4	-6
- C/C(=N/NC(=O)CCc1ccccc1)c1ccco1
 : 0%	2%	-0.3%	2%	-5%	-1%	-7%	-2	-7
- CN1CCN(c2ccc(NC(=S)NC(=O)c3cccc4c(Cl)cccc34)cc2)CC1
 : -4%	-1%	1.5%	-5%	1%	-17%	-25%	0	-2
- COc1ccc(C(=O)N2CCN(c3ccccc3Cl)CC2)cc1S(=O)(=O)NC1CC1
 : -10%	-26%	-0.1%	-3%	6%	-6%	-17%	-4	2
- CCc1ncc(CN2CCCC(C(=O)Nc3cccc(-c4ccc(F)cc4)c3)C2)cn1 (configuration not stated)
 : 2%	-3%	0.8%	-3%	-4%	0%	-8%	0	1
- O=C(O)CC(c1ccccc1)c1ccc2c(c1)OCO2 (configuration not stated)
 : 0%	-1%	/	-3%	/	13%	-25%	6	1
- Cc1ccc(-c2nn(CC(=O)NN3CCOCC3)c(=O)c3ccccc23)cc1
 : -3%	4%	2.9%	-2%	-2%	13%	-18%	-2	-1
- COc1ccc(CNC(=O)CCn2nc(C)c3c(C)n(-c4ccccc4)nc3c2=O)cc1OC
 : 1%	0%	-1.1%	-4%	5%	0%	2%	1	2
- CC(C)[C@H](NC(=O)c1cc2cc(Cl)ccc2n1C)C(=O)N[C@@H](C(=O)O)c1ccccc1
 : -2%	0%	3.2%	-1%	-10%	-8%	-11%	3	-9
- COc1ccc(C2/C(=C(/O)c3ccc(C)cc3)C(=O)C(=O)N2C)c(OC)c1 (configuration not stated)
 : 1%	-1%	4.6%	-6%	5%[57.1 µM]	6%	-15%	3	2
- Oc1ccccc1-c1nc(/C=C/c2ccc(F)cc2)no1
 : -7%	-2%	0.7%	1%	6%	15%	-24%	5	0
- Nc1cc(Cl)ccc1C(=O)OCC(=O)NC1CCCCC1
 : 1%	-2%	?	-2%	41%	1%	-19%	3	-5
- CN(CCc1ccccn1)C(=O)CCC1CCCN(C(=O)c2cscn2)C1 (configuration not stated)
 : 0%	4%	2.1%	-3%	9%	7%	-17%	-3	-1

# Continued:
SMILES | Vif-A3F inh | Vif-A3G inh | RXFP1 ag | GRP78 ERSR act | TrxR1 substrate | IDH1 R132H inh | USP1-UAF1 inh | PI4K2A block | LDHA block
NC(=O)C1(N2CCCCC2)CCN(CC(=O)Nc2cc(Cl)ccc2Cl)CC1 | -3% | 0% | 0.2% | -4% | 3% | 3% | -12% | -1 | -4
CC(Sc1nc2sc3c(c2c(=O)n1-c1ccccc1)CCCC3)C(=O)O (configuration not stated) | ? | 5% | -0.7% | -2% | -1% | 1% | -8% | 5 | -2
CCC1(c2ccc(F)cc2)NC(=O)N(CC(=O)Nc2cc(S(=O)(=O)N(C)C)ccc2Cl)C1=O (configuration not stated) | -7% | -11% | 3.1% | -4% | 0% | -8% | -17% | -1 | -12
O=C1c2ccccc2C(O)N1c1cccnc1 (configuration not stated) | 2% | -1% | 0.6% | 3% | 2%[57.1 µM] | -1% | 6% | -10 | -6
O=C(CCC(=O)N1CCN(S(=O)(=O)c2ccc(Cl)cc2)CC1)NC1CCCc2ccccc21 (configuration not stated) | -2% | -1% | -2.0% | 2% | 7%[57.1 µM] | -1% | -6% | 1 | -2
O=C(NCc1ccco1)c1cc(NS(=O)(=O)c2cccc([N+](=O)[O-])c2)ccc1O | 4% | 0% | 0.4% | -6% | 9% | 0% | -4% | -8 | 8
CCCCc1nnc(NC(=O)C(C)Sc2nc(O)c(Cc3ccccc3)c(=O)[nH]2)s1 (configuration not stated) | -2% | 1% | 2.4% | -5% | -2% | 3% | -7% | 0 | 0
COC(=O)c1ccc2c(=O)n3nc(Nc4cc(OC)ccc4OC)sc3nc2c1 | -2% | 3% | 4.4% | -1% | 2%[57.1 µM] | 13% | -11% | 3 | 8
CCc1ccc(CNC(=O)Cc2ccc(NC(=O)N3CCSc4ncccc43)cc2)cc1 | -2% | -15% | 3.5% | -2% | 0% | 9% | -10% | -2 | 4
O=S(=O)(NCCc1ccccc1F)c1cccc(S(=O)(=O)N2CCOCC2)c1 | -6% | -1% | -1.0% | -1% | 0% | 2% | 15% | -4 | -1

# Quoted at random: 2 compounds from above
SMILES | Vif-A3F inh | Vif-A3G inh | RXFP1 ag | GRP78 ERSR act | TrxR1 substrate | IDH1 R132H inh | USP1-UAF1 inh | PI4K2A block | LDHA block
CC(Sc1nc2sc3c(c2c(=O)n1-c1ccccc1)CCCC3)C(=O)O (configuration not stated) | ? | 5% | -0.7% | -2% | -1% | 1% | -8% | 5 | -2
O=S(=O)(NCCc1ccccc1F)c1cccc(S(=O)(=O)N2CCOCC2)c1 | -6% | -1% | -1.0% | -1% | 0% | 2% | 15% | -4 | -1

# Some of these compounds in order of the TrxR1 substrate value, ascending.
SMILES	Vif-A3G inh	TrxR1 substrate	IDH1 R132H inh	USP1-UAF1 inh	PI4K2A block	LDHA block
CC(Sc1nc2sc3c(c2c(=O)n1-c1ccccc1)CCCC3)C(=O)O (configuration not stated)	5%	-1%	1%	-8%	5	-2
O=S(=O)(NCCc1ccccc1F)c1cccc(S(=O)(=O)N2CCOCC2)c1	-1%	0%	2%	15%	-4	-1
NC(=O)C1(N2CCCCC2)CCN(CC(=O)Nc2cc(Cl)ccc2Cl)CC1	0%	3%	3%	-12%	-1	-4

# The listing continues.
SMILES | Vif-A3F inh | Vif-A3G inh | RXFP1 ag | GRP78 ERSR act | TrxR1 substrate | IDH1 R132H inh | USP1-UAF1 inh | PI4K2A block | LDHA block
O=C(Nc1cccc(-c2nc3ccccc3o2)c1)c1cc([N+](=O)[O-])ccc1N1CCOCC1 | 7% | 3% | -0.7% | -2% | -11% | -17% | 2% | 2 | 2&0
CCOc1cc(C(=O)N2CCN(c3ccccn3)CC2)cc(OCC)c1OCC | -22% | 3% | 3.4% | 1% | 6%[57.1 µM] | 5% | -1% | -9 | -12
CCc1ccc([C@H]2C(C(=O)O)=C[C@@H](C(C)(C)C)N2S(=O)(=O)c2ccc(C)cc2)cc1 | -1% | 0% | / | -3% | 0% | -2%[38.3 µM] | -3% | -2 | 0
Cc1ccc(S(=O)(=O)N2CCc3cc4c(cc3C2C)OCCCO4)cc1 (configuration not stated) | -7% | -1% | 1.0% | 4% | -4% | -1% | -9% | 1 | -1
Cc1ccnc2c(N3C(=O)C4C5c6ccccc6C(c6ccccc65)C4C3=O)cccc12 (configuration not stated) | -1% | 0% | 1.1% | -2% | 0% | 2% | -20% | 5 | -2
Cc1cccc(-c2nc3c(c(SCc4ccccc4Cl)n2)Cc2c(CO)cnc(C)c2O3)c1 | 1% | -1% | 0.7% | -3% | -5% | 0% | -4% | 0 | -1
Cc1noc(/C=C/c2ccccc2F)c1S(=O)(=O)N1CCC(C(=O)N2CCN(C)CC2)CC1 | 0% | 1% | -0.3% | -2% | 9%[57.1 µM] | -3% | -10% | 3 | -1
CN1CCN(S(=O)(=O)c2ccc(NC(=O)C3CCCCC3)cc2)CC1 | -15% | 0% | 1.2% | 4% | -13% | -2% | -5% | 1 | -10

# Screens from PubChem.

# These rows are one share of the data, so the mix of outcomes need not match the whole.
